Assay outcomes (PubChem BioAssay)
LMP1 NFkB inh: inhibitors of Epstein-Barr LMP1-induced NF-kappaB reporter; LMP1-induced NF-kappaB luciferase reporter cells, luminescence; inhibition, % at 12.5 µM; actives 0.69% (n = 350,000); AID 504558; in the data active = inhibition above about 41%;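 also: 0% = neutral control wells and 100% = reference inhibitor control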
TROY NFkB inh: inhibitors of TROY-dependent NF-kB signaling; Q293 LMP1-TROYcd NF-kB luciferase reporter, 4 h; inhibition, % at 10 µM; actives 0.98% (n = 360,000);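 active = compounds whose plate-normalised and pattern-corrected inhibition of the luciferase reporter signal at the single screening dose is 50% or more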
TRAIL sens C8: caspase-8 TRAIL sensitization | NB7+C8 cells + TRAIL, ATPlite viability luminescence | inhibition (viability loss, TRAIL sensitization), % at 10 µM | actives 1% (n = 360,000);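 active = compounds causing at least 50% loss of cell viability in the single-dose screen, relative to plate controls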
CF NFkB block: inhibitors of cystic fibrosis induced NF-kB; KKLEB NF-kB-GFP reporter, PAF-induced, GFP fluorescence overnight; inhibition, % at 5 µM; actives 0.86% (n = 360,000); AID 588850;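 active = at least 50% inhibition at 5 µM, scaled per plate between neutral and stimulator controls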;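 also: PAF is a Pseudomonas aeruginosa culture filtrate used as stimulus; plate controls were PAF-stimulated DMSO wells for no effect and unstimulated DMSO wells for full effect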
NCOA3 inh: human NCOA3 inhibition. inhibition, % at 3.6 µM. AID 588352. HEK293 GAL4-SRC3 luciferase reporter, luminescence. actives 0.17% (n = 360,000);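 active = inhibition above a per-campaign cutoff, the mean of all compounds plus 3 SD, cut at about 60% in these data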;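 also: 0% = DMSO-treated cells and 100% = gossypol-treated cells at 36 µM; higher means less SRC3-driven luciferase light from the GAL4 reporter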
NR5A2 inv ag: inverse agonists of human LRH-1 (NR5A2). AID 602396. O00482. inhibition, % at 3.6 µM. actives 0.13% (n = 360,000). HEK293T StAR-luciferase reporter, LRH-1 transfected, 24 h;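 active = inhibition above the mean inhibition of all tested compounds plus 3 SD, cut at about 73% in these data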;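 also: 0% = DMSO wells and 100% = reporter-only cells lacking LRH-1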
NCOA1 inh: human NCOA1 inhibition; actives 0.12% (n = 360,000); inhibition, % at 3.6 µM; HEK293 GAL4-SRC1 luciferase reporter, luminescence;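 active = inhibition above the campaign mean plus 3 SD, with each screening campaign given its own cutoff, cut at about 60% in these data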;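 also: 0% = DMSO treated cells and 100% = gossypol at 36 µM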
Target sequence (Q15788 whole entry, looked up, the tested form may be a part): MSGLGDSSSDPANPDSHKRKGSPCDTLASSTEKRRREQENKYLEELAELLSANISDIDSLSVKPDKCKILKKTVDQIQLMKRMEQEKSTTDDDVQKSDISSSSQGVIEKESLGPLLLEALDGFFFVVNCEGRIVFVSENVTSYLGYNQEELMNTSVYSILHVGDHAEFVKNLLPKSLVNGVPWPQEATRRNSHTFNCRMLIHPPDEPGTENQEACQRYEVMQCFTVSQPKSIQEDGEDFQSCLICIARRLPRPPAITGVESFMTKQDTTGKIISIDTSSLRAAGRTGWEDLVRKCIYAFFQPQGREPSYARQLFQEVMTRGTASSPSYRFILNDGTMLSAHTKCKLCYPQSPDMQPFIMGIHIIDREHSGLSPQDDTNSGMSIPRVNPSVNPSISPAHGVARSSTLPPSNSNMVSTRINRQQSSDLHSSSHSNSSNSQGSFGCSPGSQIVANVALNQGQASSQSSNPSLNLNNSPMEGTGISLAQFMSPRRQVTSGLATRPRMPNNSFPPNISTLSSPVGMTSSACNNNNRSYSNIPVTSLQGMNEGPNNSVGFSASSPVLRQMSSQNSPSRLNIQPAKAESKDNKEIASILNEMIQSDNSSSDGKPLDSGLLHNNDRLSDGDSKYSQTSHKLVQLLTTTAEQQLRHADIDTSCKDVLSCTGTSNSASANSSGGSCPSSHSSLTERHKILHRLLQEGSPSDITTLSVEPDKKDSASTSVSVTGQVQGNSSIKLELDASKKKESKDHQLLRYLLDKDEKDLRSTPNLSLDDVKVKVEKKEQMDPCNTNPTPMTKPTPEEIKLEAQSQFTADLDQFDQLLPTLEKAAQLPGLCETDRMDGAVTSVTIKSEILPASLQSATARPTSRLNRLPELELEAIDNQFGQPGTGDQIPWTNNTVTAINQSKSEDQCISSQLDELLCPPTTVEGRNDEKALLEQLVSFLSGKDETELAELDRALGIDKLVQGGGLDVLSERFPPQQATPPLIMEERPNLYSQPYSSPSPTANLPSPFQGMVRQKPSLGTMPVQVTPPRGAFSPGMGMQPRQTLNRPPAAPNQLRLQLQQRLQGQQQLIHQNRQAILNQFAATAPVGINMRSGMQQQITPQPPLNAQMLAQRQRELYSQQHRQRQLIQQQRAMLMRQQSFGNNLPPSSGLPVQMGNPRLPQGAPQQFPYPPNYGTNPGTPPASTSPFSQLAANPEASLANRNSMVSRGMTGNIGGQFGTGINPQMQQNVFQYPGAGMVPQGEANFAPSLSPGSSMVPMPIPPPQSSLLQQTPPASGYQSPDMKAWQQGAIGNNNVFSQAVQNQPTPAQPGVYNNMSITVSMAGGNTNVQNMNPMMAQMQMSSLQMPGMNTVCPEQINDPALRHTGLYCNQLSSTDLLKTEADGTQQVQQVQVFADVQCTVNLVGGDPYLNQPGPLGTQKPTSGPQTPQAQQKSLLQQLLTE
NR2F2 inh: inhibitors of human COUP-TFII (NR2F2); HEK293T NGFI-A luciferase reporter, luminescence; inhibition, % at 8.6 µM; P24468; AID 686940; actives 0.7% (n = 370,000);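 active = inhibition above a per-plate cutoff, mean inhibition of test wells between control levels plus 3 SD, cut at about 38% in these data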;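 also: cells cotransfected with COUP-TFII expression vector driving the NGFI-A reporter; 0% = median of COUP-TF2 test wells and 100% = reporter-only cells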
KKLEB cytotox: reduces viability of KKLEB cystic fibrosis airway cells; actives 0.36% (n = 360,000); AID 602141; activity change (cytotoxicity), % at 5 µM; KKLEB CF airway cells viability, ATPlite luminescence, overnight; active compounds read low; cells stimulated with P. aeruginosa culture filtrate;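 active = corrected activity change at or below -50% at 5 µM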
TWEAK Fn14 block: inhibitors of TWEAK-Fn14 interaction signaling. TWEAK-stimulated Fn14 reporter cells, luciferase luminescence, 8 h. inhibition, % at 10 µM. AID 1159606. actives 2% (n = 360,000); in the data active = inhibition above about 50%
SRC2 inh: human SRC2 (NCOA2) inhibition; Q15596; HEK293 GAL4-SRC2 luciferase reporter, luminescence; inhibition, % at 9 µM; actives 0.17% (n = 370,000); AID 651957;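 active = inhibition above the mean inhibition of all tested compounds plus 3 SD, set per campaign, cut at about 52% in these data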;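 also: 0% = DMSO treated cells and 100% = cells given Gossypol at 36 µM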
* marks the source's active call; other numbers are inactive results. Hits appear at their usual frequency, and some 4.2% of all compounds hit somewhere here.

Results for Cc1ccc(C(=O)CNc2nc3c(c(=O)[nH]c(=O)n3C)n2Cc2ccccc2)cc1 ?
LMP1 NFkB inh: 1; TROY NFkB inh: -6; TRAIL sens C8: -13; CF NFkB block: 16; NCOA3 inh: 11; NR5A2 inv ag: 11; NCOA1 inh: -24; NR2F2 inh: 4; KKLEB cytotox: -19; TWEAK Fn14 block: -3; SRC2 inh: -5

What do the screens show for `CCC(NC(=O)NCCCn1ccnc1)(C(F)(F)F)C(F)(F)F`?
LMP1 NFkB inh: 9; TROY NFkB inh: -14; TRAIL sens C8: 0; CF NFkB block: -11; NCOA3 inh: -9; NR5A2 inv ag: 9; NCOA1 inh: 7; NR2F2 inh: 20; KKLEB cytotox: 1; TWEAK Fn14 block: 20; SRC2 inh: -5

Results for C=CCOc1c(Br)cc(C2NC(=O)NC(C)=C2C(C)=O)cc1OCC (centres undefined) ?
LMP1 NFkB inh: 2; TROY NFkB inh: 32; TRAIL sens C8: -20; CF NFkB block: -10; NCOA3 inh: 3; NR5A2 inv ag: -17; NCOA1 inh: -84; NR2F2 inh: 9; KKLEB cytotox: -8; TWEAK Fn14 block: 1; SRC2 inh: 17

How did CC(C)Cc1ccc(C(C)C(=O)Nc2ccccc2O)cc1 (centres undefined) do in these assays?
LMP1 NFkB inh: 5; TROY NFkB inh: 46; TRAIL sens C8: 17; CF NFkB block: 6; NCOA3 inh: 15; NR5A2 inv ag: 34; NCOA1 inh: 13; NR2F2 inh: 49*; KKLEB cytotox: 2; TWEAK Fn14 block: 19; SRC2 inh: 33

How did COC(=O)c1ccc2nc(-c3ccc(F)cc3)c(Cc3ccsc3)n2c1 do in these assays?
TROY NFkB inh: -20; TRAIL sens C8: 2; CF NFkB block: -5; NCOA3 inh: -25; NR5A2 inv ag: -38; NCOA1 inh: -28; NR2F2 inh: -16; KKLEB cytotox: -2; TWEAK Fn14 block: -11; SRC2 inh: -19

How did CCCCC(CC)COP(=O)(OCC(CC)CCCC)OCC(CC)CCCC (centres undefined) do in these assays?
LMP1 NFkB inh: 4; TROY NFkB inh: -4; TRAIL sens C8: 12; CF NFkB block: 17; NCOA3 inh: -3; NR5A2 inv ag: -4; NCOA1 inh: 4; NR2F2 inh: -1; KKLEB cytotox: -9; TWEAK Fn14 block: 9; SRC2 inh: 22

How did O=C1SCCN1N=Cc1ccc([N+](=O)[O-])o1 do in these assays?
LMP1 NFkB inh: 5; TROY NFkB inh: 18; TRAIL sens C8: 13; CF NFkB block: 26; NCOA3 inh: -23; NR5A2 inv ag: 33; NCOA1 inh: -22; NR2F2 inh: -10; KKLEB cytotox: -9; TWEAK Fn14 block: 1; SRC2 inh: 0

Results for CCOc1ccc(CC(=O)N/N=C/c2sccc2C)cc1 ?
LMP1 NFkB inh: -3; TROY NFkB inh: -26; TRAIL sens C8: -15; CF NFkB block: 3; NCOA3 inh: -10; NR5A2 inv ag: -22; NCOA1 inh: -18; NR2F2 inh: 14; KKLEB cytotox: -7; TWEAK Fn14 block: 2; SRC2 inh: 2

Results for O=S(=O)(c1ccc(Br)cc1)N1CCCN(Cc2ccccc2F)CC1 ?
LMP1 NFkB inh: 1; TROY NFkB inh: 12; TRAIL sens C8: -2; CF NFkB block: -2; NCOA3 inh: -7; NR5A2 inv ag: 23; NCOA1 inh: 8; NR2F2 inh: -14; KKLEB cytotox: 2; TWEAK Fn14 block: -12; SRC2 inh: -4

What do the screens show for `COc1ccc(S(=O)(=O)N2CCOCC2)cc1NC(=O)CN1C(=O)NC2(CCC(C)CC2)C1=O` (centres undefined)?
LMP1 NFkB inh: 0; TROY NFkB inh: -7; TRAIL sens C8: -21; CF NFkB block: 15; NCOA3 inh: -34; NR5A2 inv ag: -1; NCOA1 inh: 3; NR2F2 inh: -7; KKLEB cytotox: -14; TWEAK Fn14 block: -25; SRC2 inh: -1

What do the screens show for `COc1ccc(C(F)(F)F)cc1N/C=C\c1nnnn1-c1ccc(C)cc1`?
LMP1 NFkB inh: 30; TROY NFkB inh: 10; TRAIL sens C8: -4; CF NFkB block: 14; NCOA3 inh: 0; NR5A2 inv ag: 5; NCOA1 inh: -2; NR2F2 inh: -9; KKLEB cytotox: 3; TWEAK Fn14 block: 9; SRC2 inh: 11

What do the screens show for `COc1ccc(O)c(CN2CCCC(N3CCN(c4ccc(F)cc4)CC3)C2)c1` (centres undefined)?
LMP1 NFkB inh: 11; TROY NFkB inh: 10; TRAIL sens C8: -15; CF NFkB block: -3; NCOA3 inh: -3; NR5A2 inv ag: 3; NCOA1 inh: 4; NR2F2 inh: 22; KKLEB cytotox: -3; TWEAK Fn14 block: -18; SRC2 inh: 10

What do the screens show for `O=C(CNC(=S)N(Cc1ccccc1)Cc1ccccc1F)NCc1ccc(Cl)cc1`?
LMP1 NFkB inh: -1; TROY NFkB inh: 39; TRAIL sens C8: -1; CF NFkB block: 16; NCOA3 inh: 18; NR5A2 inv ag: 3; NCOA1 inh: -10; NR2F2 inh: -8; KKLEB cytotox: 3; TWEAK Fn14 block: 19; SRC2 inh: 2

What do the screens show for `CCNS(=O)(=O)c1ccc(C)c(-n2cnnn2)c1C`?
LMP1 NFkB inh: -7; TROY NFkB inh: 12; TRAIL sens C8: 1; CF NFkB block: -1; NCOA3 inh: -10; NR5A2 inv ag: 2; NCOA1 inh: 6; NR2F2 inh: -11; KKLEB cytotox: 0; TWEAK Fn14 block: 9; SRC2 inh: -18

What do the screens show for `CCCn1c(C)cc(C(=O)COC(=O)CN=C2NS(=O)(=O)c3ccccc32)c1C`?
LMP1 NFkB inh: 6; TROY NFkB inh: 4; TRAIL sens C8: 0; CF NFkB block: -16; NCOA3 inh: 18; NR5A2 inv ag: -5; NCOA1 inh: -11; NR2F2 inh: 6; KKLEB cytotox: 10; TWEAK Fn14 block: 7; SRC2 inh: 3

How did CCOC(=O)C1CN(C(=O)OCC)CC1=NNC(N)=O (centres undefined) do in these assays?
LMP1 NFkB inh: -2; TROY NFkB inh: -10; TRAIL sens C8: -7; CF NFkB block: -19; NCOA3 inh: 4; NR5A2 inv ag: -19; NCOA1 inh: -34; NR2F2 inh: 7; KKLEB cytotox: 0; TWEAK Fn14 block: -15; SRC2 inh: -24

Results for COc1ccc(C(=O)Nc2cc(C)on2)cc1[N+](=O)[O-] ?
LMP1 NFkB inh: -3; TROY NFkB inh: -2; TRAIL sens C8: 2; CF NFkB block: 7; NCOA3 inh: -21; NR5A2 inv ag: 8; NCOA1 inh: -2; NR2F2 inh: 5; KKLEB cytotox: -1; TWEAK Fn14 block: -3; SRC2 inh: 5

Results for Cc1cccc(Oc2ccc(S(=O)(=O)N3CCCCC3)cc2N)c1 ?
LMP1 NFkB inh: 8; TROY NFkB inh: 24; TRAIL sens C8: -8; CF NFkB block: -2; NCOA3 inh: 6; NR5A2 inv ag: -3; NCOA1 inh: -16; NR2F2 inh: 7; KKLEB cytotox: 2; TWEAK Fn14 block: 30; SRC2 inh: 11

What do the screens show for `COc1ccc(-c2nnc(SCC(=O)Nc3ccc(C(=O)O)cc3)n2-c2ccc(Cl)cc2)cc1`?
LMP1 NFkB inh: 6; TROY NFkB inh: -9; TRAIL sens C8: -8; CF NFkB block: -28; NCOA3 inh: 11; NR5A2 inv ag: -3; NCOA1 inh: 6; NR2F2 inh: 8; KKLEB cytotox: 9; TWEAK Fn14 block: 12; SRC2 inh: 0

How did Cc1ccc(NC(=O)Nc2cnc3ccccc3c2)cc1 do in these assays?
LMP1 NFkB inh: -19; TROY NFkB inh: -31; TRAIL sens C8: 1; CF NFkB block: 6; NCOA3 inh: -43; NR5A2 inv ag: -112; NCOA1 inh: -60; NR2F2 inh: -50; KKLEB cytotox: -19; TWEAK Fn14 block: -10; SRC2 inh: -84

How did O=C(NCc1cccnc1)c1ccccn1 do in these assays?
LMP1 NFkB inh: -3; TROY NFkB inh: 8; TRAIL sens C8: 8; CF NFkB block: -9; NCOA3 inh: 19; NR5A2 inv ag: 0; NCOA1 inh: 3; NR2F2 inh: -2; KKLEB cytotox: 9; TWEAK Fn14 block: -5; SRC2 inh: -18

How did Cc1ccc(N2C(=O)CC(c3ccsc3)C3=C2CC(C)(C)CC3=O)cc1 (centres undefined) do in these assays?
LMP1 NFkB inh: 6; TROY NFkB inh: -1; TRAIL sens C8: -8; CF NFkB block: 5; NCOA3 inh: 3; NR5A2 inv ag: -3; NCOA1 inh: 6; NR2F2 inh: 5; KKLEB cytotox: -10; TWEAK Fn14 block: 7; SRC2 inh: -11

Results for CCO/N=C(\C)c1c(O)c(CC)c(-c2ccccc2)n(-c2ccccc2)c1=O ?
LMP1 NFkB inh: -4; TROY NFkB inh: 9; TRAIL sens C8: -4; CF NFkB block: 15; NCOA3 inh: 8; NR5A2 inv ag: -12; NCOA1 inh: 13; NR2F2 inh: 12; KKLEB cytotox: 7; TWEAK Fn14 block: 3; SRC2 inh: -6

Results for Cc1ccc(NC(=O)c2ccccc2CCc2ccccc2)c(C)c1 ?
LMP1 NFkB inh: 8; TROY NFkB inh: -17; TRAIL sens C8: -1; CF NFkB block: -7; NCOA3 inh: 9; NR5A2 inv ag: 7; NCOA1 inh: 7; NR2F2 inh: -6; KKLEB cytotox: -2; TWEAK Fn14 block: 11; SRC2 inh: -32

How did CCCN(CCC)C(=O)c1ccc2c(c1)N(CC)C(=O)c1ccccc1S2(=O)=O do in these assays?
LMP1 NFkB inh: 2; TROY NFkB inh: -1; TRAIL sens C8: -23; CF NFkB block: 14; NCOA3 inh: -3; NR5A2 inv ag: -13; NCOA1 inh: -16; NR2F2 inh: 21; KKLEB cytotox: -13; TWEAK Fn14 block: 6; SRC2 inh: 4

What do the screens show for `O=C(C[n+]1cc(-c2ccc(F)cc2)n2c1CCC2)OCc1ccccc1`?
LMP1 NFkB inh: 8; TROY NFkB inh: 5; TRAIL sens C8: -2; CF NFkB block: 6; NCOA3 inh: -1; NR5A2 inv ag: -3; NCOA1 inh: -4; NR2F2 inh: 14; KKLEB cytotox: 2; TWEAK Fn14 block: 2; SRC2 inh: -2

How did COc1cc(C)ccc1OCCCOc1cc(C)ccc1Cl do in these assays?
LMP1 NFkB inh: -11; TROY NFkB inh: -47; TRAIL sens C8: -16; CF NFkB block: -1; NCOA3 inh: -1; NR5A2 inv ag: 0; NCOA1 inh: 6; NR2F2 inh: 4; KKLEB cytotox: 7; TWEAK Fn14 block: -17; SRC2 inh: -30

Results for O=C(COc1ccccc1/C=C1\SC(=S)NC1=O)Nc1ccc(F)cc1 ?
LMP1 NFkB inh: 5; TROY NFkB inh: 49; TRAIL sens C8: 8; CF NFkB block: 52*; NCOA3 inh: -8; NR5A2 inv ag: -14; NCOA1 inh: -12; NR2F2 inh: -3; KKLEB cytotox: 2; TWEAK Fn14 block: 16; SRC2 inh: 11
